# Assay outcomes as filed in PubChem BioAssay.
# ADAM17 inh: inhibits human ADAM17. recombinant ADAM17, EDANS/DABCYL FRET peptide cleavage. inhibition, % at 6.95 µM. hit rate 0.83% among 370,000;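 active means inhibition above the mean of compounds lying between control limits plus 3 SD, set per campaign, cut at about 8.5% in these data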;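 further: 0% = DMSO-only wells as the low control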
# Target sequence (P78536 215-824 limits assumed): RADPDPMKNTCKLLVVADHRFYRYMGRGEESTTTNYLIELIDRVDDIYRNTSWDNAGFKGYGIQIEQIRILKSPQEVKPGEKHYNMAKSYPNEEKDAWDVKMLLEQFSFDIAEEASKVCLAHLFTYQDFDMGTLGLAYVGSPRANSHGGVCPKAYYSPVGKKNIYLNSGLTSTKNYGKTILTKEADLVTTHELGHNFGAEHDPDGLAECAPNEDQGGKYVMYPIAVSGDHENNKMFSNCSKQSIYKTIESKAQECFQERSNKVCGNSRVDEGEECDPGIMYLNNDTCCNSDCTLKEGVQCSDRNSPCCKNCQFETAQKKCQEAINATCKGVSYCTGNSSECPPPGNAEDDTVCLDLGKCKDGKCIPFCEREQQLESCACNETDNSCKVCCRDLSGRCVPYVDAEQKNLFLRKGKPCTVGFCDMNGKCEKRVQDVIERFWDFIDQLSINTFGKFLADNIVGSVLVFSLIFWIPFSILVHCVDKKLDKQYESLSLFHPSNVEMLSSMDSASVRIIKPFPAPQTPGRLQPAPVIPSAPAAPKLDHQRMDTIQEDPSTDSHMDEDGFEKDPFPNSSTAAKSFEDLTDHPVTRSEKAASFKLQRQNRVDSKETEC
# PG9 Ab binder: binds the HIV-1 gp120 antibody PG9. TR-FRET gp120-PG9 antibody binding. AID 624416. inhibition, % at 6.7 µM. hit rate 0.43% among 360,000; in the data active means inhibition above about 8.5%
# hgDAF12 agonist: hgDAF-12 agonism, primary luciferase screen; HEK293 GAL4-hgDAF12 UAS-luciferase reporter, agonist luminescence; normalized to butyrate control; activation, % at 6.8 µM; hit rate 1.8% among 370,000; AID 687014;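 active means activation above a cutoff set at the mean of all screened compounds plus 3 SD, cut at about 10% in these data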;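 further: 0% = DMSO wells and 100% = sodium butyrate wells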
# ssDAF12 agonist: activators of S. stercoralis DAF-12 nuclear receptor; HEK293 ssDAF-12/GRIP1 lit1-tk-luc reporter, luminescence; % of 3 µM dafachronic acid response; activation, % at 6.8 µM; hit rate 1% among 370,000;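 active means activation above the mean over all tested compounds plus 3 SD, cut at about 0.9% in these data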;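 further: 0% = DMSO-only wells and 100% = 3 µM delta7-dafachronic acid wells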
# ADAM10 inh: inhibits human ADAM10; recombinant ADAM10, EDANS/DABCYL FRET peptide cleavage, 3 h; inhibition, % at 7 µM; hit rate 0.62% among 370,000;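 active means inhibition above a per-campaign cutoff equal to the mean of compounds falling between control-based bounds plus 3 SD, cut at about 20% in these data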;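 further: 0% = DMSO wells while the 100% control is not disclosed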
# FXN GAA850 act: increases GAA850 frataxin promoter reporter activity; HEK293 lucGAA850 FXN promoter luciferase reporter, 24 h; percent of 10 µM SAHA response; activation, % at 6 µM; hit rate 0.56% among 360,000;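 active means activation above the average of all compounds screened plus 3 SD, cutoff fixed separately per campaign, cut at about 7.5% in these data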;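 further: 0% = DMSO wells and 100% = 10 µM SAHA wells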
# DAX1 inh-1: inhibitors of DAX1 repression of SF-1 activated StAR promoter; HEK293T StAR-luciferase reporter, SF-1/DAX-1 repression relief; AID 652010; hit rate 1.1% among 370,000; inhibition, % at 6.8 µM;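 active means inhibition above the mean over all tested compounds plus 3 SD, cut at about 3.6% in these data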;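 further: 0% = DAX-1 cells with DMSO and 100% = cells lacking DAX-1 with DMSO; higher inhibition means more luminescence from relief of DAX-1 repression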
# DAX1 inh-2: inhibits human nuclear receptor DAX1; AID 504766; hit rate 0.99% among 340,000; inhibition, % at 6.75 µM; HEK293 Gal4-DAX1 luciferase reporter, luminescence;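 active means inhibition above the mean over all tested compounds plus 3 SD, cut at about 4.2% in these data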;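 further: 0% = DAX1-transfected cells with DMSO and 100% = empty-vector control cells with DMSO; inhibition shows as a rise in luminescence from relieved DAX1 repression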
# Target sequence (P51843 207-470 limits assumed): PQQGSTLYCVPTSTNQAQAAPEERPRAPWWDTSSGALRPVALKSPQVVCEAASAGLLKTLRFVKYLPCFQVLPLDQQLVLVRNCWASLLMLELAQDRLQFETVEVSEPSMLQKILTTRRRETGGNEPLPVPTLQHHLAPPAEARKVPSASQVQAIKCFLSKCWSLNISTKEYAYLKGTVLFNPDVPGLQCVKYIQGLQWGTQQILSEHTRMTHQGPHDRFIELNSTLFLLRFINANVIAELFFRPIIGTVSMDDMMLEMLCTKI
# SMARCA2 activ: increases SMARCA2 function in MMTV reporter cells; MG213 cells, MMTV-luciferase reporter, dexamethasone, overnight; activation, % at 9.1 µM; hit rate 1% among 370,000; in the data active means activation above about 7.8%;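 further: 0% = vehicle wells and 100% = reference activator wells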
# NPR1 activator: GC-A (human) enzyme activation. P16066. activation, % at 10 µM. hit rate 0.14% among 370,000. HEK293 GC-A cells, cGMP TR-FRET, EC30 ANP; 0% at EC30 ANP, 100% saturating ANP; in the data active means activation above about 40%
# hcDAF12 agonist: activates DAF-12 receptor from parasite H. contortus; HEK293 hcDAF-12 lit1-tk-luc reporter, luminescence; 0% DMSO, 100% Δ7-dafachronic acid; activation, % at 6.8 µM; hit rate 1.4% among 370,000; AID 652067;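 active means activation above the mean of all tested compounds plus 3 SD, cut at about 5.5% in these data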;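 further: 100% = response to 3 µM Δ7-dafachronic acid high control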
# An asterisk follows results filed as active; i = inactive; nt = not tested or not shown.
compound,ADAM17 inh,PG9 Ab binder,hgDAF12 agonist,ssDAF12 agonist,ADAM10 inh,FXN GAA850 act,DAX1 inh-1,DAX1 inh-2,SMARCA2 activ,NPR1 activator,hcDAF12 agonist
COCc1cc(N2CCNC[C@H]2C)ccc1N1CCS(=O)(=O)CC1,-3,-0.4,-0.2,-0.8,-5,nt,0.1,nt,2,-2,4.1
COc1ccc(C(O)c2nc(/C=C/c3ccc(C(F)(F)F)cc3)cs2)cc1 (stereo not drawn),3,0.1,1.1,-1.6,-1,1.4,0.6,nt,-3,4,-1.3
CC(=O)Nc1nc2ccccc2n1CCOc1ccccc1,-3,-2.1,0.7,-0.9,4,0.8,-1.3,1.8,-3,4,-1.1
Cc1ccnc(NS(=O)(=O)c2ccc(NC(=O)c3c(-c4ccccc4Cl)noc3C)cc2)n1,0,1.2,2.3,0.8,5,2.5,-0.1,0.5,-1,2,5.0
CC(C)c1nc(SCC(=O)Nc2ccc(N3CCOCC3)cc2)c2ccccc2n1,-4,0.6,3.9,-0.5,-12,2.4,-1.1,-0.8,-3,8,-1.1
O=C(NCC(c1ccco1)N1CCN(c2ccccc2F)CC1)c1ccco1 (stereo not drawn),-2,1.5,3.1,-1.6,-1,0.9,-0.9,0.4,-2,1,-0.1
CC(C)c1ccc(NC(=O)NC(C)c2ccc3c(c2)OCO3)cc1 (stereo not drawn),1,-1.1,1.7,-1.3,11,0.8,-1.1,-0.7,-1,2,-2.2
O=C(NCc1ccco1)C(c1cccs1)N(C(=O)Cc1cccs1)c1ccccc1 (stereo not drawn),2,0.2,-2.1,-1.1,16,0.3,-0.4,-0.4,-2,-24,-0.2
CCCC(=O)Nc1ccc(C(=O)Nc2nnc(COCC)s2)cc1,-5,-0.3,0.7,-0.2,-2,0.0,0.3,0.8,2,-2,1.4
O=C(/C=C/c1ccccc1[N+](=O)[O-])Nc1ccccc1,1,-1.2,18*,0.2,-1,4.6,4.0*,6.7*,5,3,5.5
N#CC(c1ccc(Cl)nn1)c1ccccc1Cl (stereo not drawn),3,0.2,1.2,-1.2,2,4.0,-0.3,-1.7,0,-2,-0.5
CCOCCCNC(=O)c1cc2c(=O)n3ccccc3nc2s1,i,2.2,3.3,-0.7,i,3.9,0.6,1.2,1,7,1.6
CCN(CC)c1c2c(nc3ncnn13)CCCC2,0,nt,-3.5,-1.3,-6,nt,-0.7,nt,-5,5,0.5
CC(OC(=O)c1ccccc1C(=O)N(C)c1ccccc1)C(=O)Nc1ccc(C(N)=O)cc1 (stereo not drawn),-2,-0.9,0.0,-1.4,1,4.2,0.4,1.2,-3,-3,-0.4
CC(C)n1nc(C(=O)Nc2nnc(C3CC3)s2)c2ccccc2c1=O,-2,-1.4,-1.5,-2.0,-5,3.0,-0.3,0.7,0,-1,-0.7
CCOC(=O)C1=CN(Cc2ccco2)S(=O)(=O)N(C)C1c1ccc2ccccc2c1 (stereo not drawn),-2,-1.1,-0.7,-0.6,-15,2.7,1.2,-0.5,-5,-7,1.5
COc1ccc(NC(=O)CN2CCN(CC(=O)Nc3ccc(F)cc3F)CC2)cc1,-4,0.8,-0.1,-1.4,0,4.2,-0.2,-1.1,0,2,0.6
CC(C)(O)CC[C@@H](O)[C@](C)(O)C1CC[C@@]2(O)C3=CC(=O)[C@@H]4C[C@@H](O)[C@@H](O)C[C@]4(C)C3CC[C@]12C (stereo partly drawn),-2,-1.1,0.1,-1.3,4,0.4,0.4,-0.6,0,-1,-0.1
Oc1oc(-c2ccccc2Br)nc1/C=N/c1ccccn1,-6,-1.3,11*,-0.7,-33,4.1,3.4,0.1,7,-2,0.7
CCS(=O)(=O)NCC(c1cccnc1)N1CCN(c2ccccc2)CC1 (stereo not drawn),2,2.0,-0.8,-1.1,-4,2.2,0.4,-0.3,-4,-1,2.9
Cc1ccc(C(=O)NNC(=O)c2cc3ccccc3cc2O)cc1,-4,-0.3,1.4,-1.0,-22,0.9,0.1,0.7,1,-1,-1.3
CCCNC(=O)COc1coc(CN2CCN(c3ccccc3OC)CC2)cc1=O,-3,-0.3,-1.3,-1.3,14,0.8,-0.3,0.7,2,-5,-1.9
S=c1[nH]nc(CSc2nc3ccccc3s2)o1,6,-0.6,-1.2,0.1,25*,-2.0,0.3,1.7,1,-4,5.2
CC(=O)c1ccccc1N(C(=O)c1ccco1)C(C(=O)NC1CCCC1)c1ccc(C)cc1 (stereo not drawn),-1,0.3,-0.1,-1.8,8,-0.9,0.1,-0.3,-1,-3,2.0
CCCC(=O)NCCCc1nc2ccccc2n1CCC,-1,-0.4,-1.5,-1.4,1,1.6,-0.8,-1.5,1,2,-1.5
N#Cc1ccc(OCCCN2CCC(C(O)(C3=CCCC3)c3ccccc3)CC2)cc1 (stereo not drawn),4,-0.3,2.6,-1.1,1,nt,-0.6,nt,1,-14,-0.2
CCN(CC)CCOC(=O)c1cccc2c1-c1ccccc1C2O (stereo not drawn),-25,-0.5,3.1,-1.1,-71,1.9,0.1,1.8,0,2,-1.3
O=C1C=C(c2ccc(-c3ccccc3)cc2)C[C@@H](c2ccc3c(c2)OCO3)C1,-5,-1.7,0.8,-1.3,-3,0.3,0.2,0.9,1,4,0.7
Cc1ccc2oc(=O)c3cnn(CC(=O)N4CCCc5ccccc54)c3c2c1,-3,15*,2.2,-0.8,-3,-0.4,-1.1,2.4,-1,-6,1.5
O=Cc1cc([N+](=O)[O-])ccc1N1CCN(Cc2ccc3c(c2)OCO3)CC1,3,-0.7,-2.3,-1.5,10,0.2,-0.5,0.9,-4,1,-2.4
S=C(Nc1ccc(Cl)cc1Cl)N1CCCCC1,4,2.6,1.9,-1.0,-1,3.0,0.3,0.5,0,1,5.8*
O=C(C(Cc1ccccc1)n1cccc1)N1CCN(c2ncccn2)CC1 (stereo not drawn),-5,-1.4,0.6,-0.8,-11,1.6,-0.7,1.9,-2,0,4.5
COc1ccc(CSc2nc(N3CCOCC3)c3c(c2C#N)CC(C)(C)OC3)cc1,-1,0.5,0.6,-1.3,-2,2.5,-0.9,-1.3,-3,38,-1.1
O=C(NCCS(=O)(=O)N1CCN(c2ccccc2F)CC1)c1ccco1,1,1.0,-3.0,-0.8,3,-0.7,0.4,1.2,-1,2,-0.6
Cc1ccc(SC[C@H](C)CN2CCC(NC(=O)OCc3ccccc3)CCC2=O)cc1 (stereo partly drawn),1,0.9,-1.4,-1.5,-5,nt,-1.8,nt,-6,-2,-1.2
Cc1ccc2c(c1)CCCN2C(=O)c1c(C)noc1C,-1,-1.0,0.5,-0.7,10,-1.0,-0.5,1.6,-1,2,-1.5
Cc1ccc(S(=O)(=O)c2nc(-c3cccs3)oc2NCCCN(C)C)cc1,-4,-1.1,-0.6,-1.6,-17,1.4,-0.7,1.0,0,-5,-2.6
O=C(COC(=O)C1CCN(S(=O)(=O)c2cccc3cccnc23)CC1)c1ccc(F)cc1,0,-0.8,2.5,-1.1,12,-0.7,-0.7,-0.5,2,1,-0.2
O=C(OCc1cn(Cc2ccccc2)nn1)N1CCOCC1,-1,nt,1.6,-1.1,1,nt,0.1,nt,2,-1,-2.1
COc1ccccc1C(OC(=O)c1cccs1)C(=O)NCC1CCCO1 (stereo not drawn),-3,0.9,-3.3,0.5,0,-3.3,0.2,-0.7,0,-10,1.2
Cc1ccc(S(=O)(=O)N2CCCCC2)cc1NC(=O)C1CCC1,1,-0.7,-0.3,-1.8,3,0.3,0.1,-0.4,-2,-1,-0.7
Cc1ccoc1C(=O)NCCNC(=O)c1occc1C,-2,0.4,0.4,-0.8,-3,-0.5,1.8,0.9,-1,4,-1.1
Cc1ccc2nc(-c3ccc(SCC(=O)Nc4nnc(C)s4)nc3)[nH]c2c1,-60,-2.3,7.6,0.0,-168,0.4,4.3*,3.0,1,5,5.7*
N#Cc1c(/N=C/c2ccco2)oc(-c2ccccc2)c1-c1ccccc1,-4,-1.9,4.5,-1.1,-6,0.0,-0.3,-2.3,-3,-2,2.8
COCCNC(=O)C(c1ccc(C)cc1)N(C(=O)CCC(=O)Nc1ccccn1)c1ccc(C)cc1 (stereo not drawn),-2,-0.8,0.2,-0.2,-8,1.3,0.1,0.3,-2,-1,-0.9

# Complete entries as entered above. Screens in order: ADAM17 inh	PG9 Ab binder	hgDAF12 agonist	ssDAF12 agonist	ADAM10 inh	FXN GAA850 act	DAX1 inh-1	DAX1 inh-2	SMARCA2 activ	NPR1 activator	hcDAF12 agonist
# O=C(C(Cc1ccccc1)n1cccc1)N1CCN(c2ncccn2)CC1 (stereo not drawn) across the screens: -5	-1.4	0.6	-0.8	-11	1.6	-0.7	1.9	-2	0	4.5
# Cc1ccc(S(=O)(=O)c2nc(-c3cccs3)oc2NCCCN(C)C)cc1 across the screens: -4	-1.1	-0.6	-1.6	-17	1.4	-0.7	1.0	0	-5	-2.6
# O=C(COC(=O)C1CCN(S(=O)(=O)c2cccc3cccnc23)CC1)c1ccc(F)cc1 across the screens: 0	-0.8	2.5	-1.1	12	-0.7	-0.7	-0.5	2	1	-0.2
# Cc1ccc2nc(-c3ccc(SCC(=O)Nc4nnc(C)s4)nc3)[nH]c2c1 across the screens: -60	-2.3	7.6	0.0	-168	0.4	4.3*	3.0	1	5	5.7*
# N#Cc1c(/N=C/c2ccco2)oc(-c2ccccc2)c1-c1ccccc1 across the screens: -4	-1.9	4.5	-1.1	-6	0.0	-0.3	-2.3	-3	-2	2.8

# The list goes on.
compound,ADAM17 inh,PG9 Ab binder,hgDAF12 agonist,ssDAF12 agonist,ADAM10 inh,FXN GAA850 act,DAX1 inh-1,DAX1 inh-2,SMARCA2 activ,NPR1 activator,hcDAF12 agonist
O=C(O)C1C2C=CC(C2)C1C(=O)Nc1ccc(C(=O)N2CCCCC2)cc1 (stereo not drawn),-2,-0.6,-1.4,-1.3,4,0.9,0.6,0.8,-1,2,1.5
CC1(C)CC(Cc2nc(=S)[nH][nH]2)C(=O)O1 (stereo not drawn),-7,0.1,-2.0,-0.4,10,0.4,-0.6,-0.1,2,-2,1.6
COCCCNC(=O)C1CCN(C(=O)c2oc3cc4sc(N(C)C)nc4cc3c2C)CC1,-93,2.2,6.9,0.4,-228,3.4,0.7,1.2,1,5,5.3
Cc1ccc2cc(CN(CCCN(C)C)C(=O)NCc3ccccc3)c(=O)[nH]c2c1C,-12,0.5,1.2,-0.9,-42,1.6,0.2,1.7,1,-9,-0.5
O=C(COC(=O)c1c(F)cccc1Cl)NCC1CCCCC1,-3,-0.3,11*,-0.9,-5,2.0,0.1,1.1,0,4,-0.1
Cc1ccc(Cl)c(NC(=O)COC(=O)c2nn(-c3ccccc3)cc2O)c1Cl,-17,1.4,-1.8,-1.0,-56,1.2,0.7,1.9,-3,-1,0.0
c1ccc2c(c1)oc1c(NCCN3CCOCC3)ncnc12,2,-0.7,0.0,-1.1,4,-0.4,1.2,0.5,-1,2,-0.1

# Random draw from the library. About 6.8% of those tested had a hit in this group.
